High-throughput results deposited in PubChem BioAssay by National Center for Advancing Translational Sciences (NCATS).
HepG2 tox – HepG2 cytotoxicity, counter-screen for TGF-b inhibitors. Potency, µM (doses to about 46.1 µM), inactives show top-dose activity change, negative = cytotoxicity, most hits filed as cytotoxic. HepG2 CAGA-GFP viability, ATP luminescence, 18 h. 410,000 compounds, 0.76% hits; note: potency is the fitted concentration of half-maximal effect; some results filed as inactive show a strong effect at the top dose
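HepG2 CAGA-GFP cells (1000/well, DMEM with 1% FBS) received compound, then TGF-beta at 500 pg/mL final, and were incubated 18 hours at 37 degrees C. Viability was read by CellTiter-Glo luminescence. Media-only wells were set as complete cell-killing and DMSO as no toxicity.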
SW480 rereplic – DNA re-replication induction in SW480 cells | SW480 DNA re-replication, Hoechst DNA content imaging, 48 h | Potency, µM (highest dose often 46.1 µM), for inactives: at the top dose re-replication activation, most hits filed as activators | 340,000 compounds, 1.8% hits; note: potency is the fitted concentration of half-maximal effect; % of control where 0% means no effect; nearly all actives have a fitted effect of over 55% in size
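Compounds, transferred as 23 nL by pin tool, were incubated with cells for 48 hr; DNA content per nucleus was then quantified by Hoechst staining and fluorescence plate imaging.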
HT1080 IDH1KD tx – toxicity to HT-1080 IDH1 knockdown cells (counter line). AID 686971. Potency, µM (titrated, usually from 46.1 µM), inactives show at the highest dose activity, negative = toxicity, usual class: cytotoxic. HT-1080 IDH1 knockdown viability, ATP luminescence, 48 h. 360,000 compounds, 2% hits;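 note: potency is the fitted concentration of half-maximal effect; 0% = DMSO wells and -100% = cell-free medium wells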
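HT-1080-IDH1KD cells (IDH1 knocked down), 750/well in RPMI with 5% FBS, treated with compound 48 h at 37 degrees C. Viability by CellTiter-Glo luminescence, normalised to DMSO and no-cell wells; concentration-response curves classed.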
IL1B secr inh – blocks inflammasome-driven IL-1 beta release; THP-1 LPS/ATP IL-1B secretion, AlphaLISA, 16 h; active compounds read low; activity change, % at 57.5 µM; 360,000 compounds, 4.7% hits; AID 743279; in the data active = activity change below about -50%; inconclusive = mostly about -30% to -49%; note: % is set by controls: 0 for no effect and ±100 for the full control effect
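Secreted IL-1B measured by AlphaLISA bead assay after 16 h compound exposure of THP-1 cells; compounds (final up to 57.5 uM) added 1 h before LPS (250 ng/mL) and ATP (1.25 mM) stimulation; lower signal means less secretion.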
HT1080-NT tox – kills 2HG-producing HT-1080-NT fibrosarcoma cells; HT-1080-NT fibrosarcoma viability, CellTiter-Glo ATP luminescence, 48 h; Potency, µM (titrated, usually from 46.1 µM), without a hit: at the top dose activity, negative = less viability, most hits filed as cytotoxic; 360,000 compounds, 1.6% hits;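 note: NT is the 2HG producing partner of a matched IDH1 knockdown line; potency is the fitted concentration of half-maximal effect; 0% = DMSO-treated cells and -100% = media-only wells without cells; nearly all actives have a fitted effect of over 55% in size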
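Toxicity toward the 2HG-producing NT line was scored as %Activity, normalised to DMSO and no-cell wells, from CellTiter-Glo luminescence after 48 hours' treatment.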
MCF10A rerep – induces DNA re-replication in MCF 10a normal breast cells; MCF 10A DNA re-replication, Hoechst nuclear intensity, 48 h; Potency, µM (doses to about 46.1 µM), inactives show top-dose activity, positive = re-replication, usual class: activators; 350,000 compounds, 2.9% hits; AID 624296; note: potency is the fitted concentration of half-maximal effect; % of control where 0% means no effect; nearly all actives have a fitted effect of over 50% in size
KB-3-1 cytotox – KB-3-1 parental cell cytotoxicity | KB-3-1 viability, CellTiter-Glo ATP luminescence, 72 h | Potency, µM (series often up to 46.1 µM), without a hit: at the top dose activity change, negative = cytotoxic, usual class: cytotoxic | 400,000 compounds, 1.4% hits | AID 1347075; note: potency is the fitted concentration of half-maximal effect; % is set by controls: 0 for no effect and ±100 for the full control effect; nearly all actives have a fitted effect of over 60% in size
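Cells are dispensed, compounds pinned in, plates held at 37 °C for 72 h, then CellTiter-Glo is added and luminescence read after 10 minutes. Cell line: parental KB-3-1 in phenol-red-free DMEM, 10% FBS.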
ATXN2 expr inh – inhibitors of ATXN2 expression. HEK-293 ATXN2-luciferase reporter, luminescence, 24 h. Potency, µM (series often up to 57 µM), inactives show top-dose activity change, negative = inhibition, actives largely listed as inhibitors. 360,000 compounds, 0.72% hits; note: potency is the fitted concentration of half-maximal effect; % is set by controls: 0 for no effect and ±100 for the full control effect; nearly all actives have a fitted effect of over 55% in size
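qHTS (up to 57 uM final) was run with 24 h compound exposure of reporter cells at 37 °C. Each well was multiplexed: SteadyGlo luminescence measured ATXN2-luciferase expression after a fluorogenic Gly-Phe-AFC viability readout (25 uM final).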
ATXN viability – viability counter-screen for ATXN expression inhibitors | S2 cells (HEK-293 line with an ATXN2-luciferase reporter) viability, CellTiter-Fluor protease fluorescence, 24 h | Potency, µM (titrated, usually from 56.7 µM), usual class: cytotoxic | 400,000 compounds, 0.49% hits; note: potency is the fitted concentration of half-maximal effect; nearly all actives have a fitted effect of over 40% in size
* marks the source's active call; other numbers are inactive results; i = inactive; ? = inconclusive; . = not tested or not shown; [ ] = dose if it differs, or a comment. Unless noted, calls come from the whole dose curve; as a rule, active = well fitted curve in the direction sought with a large enough effect; inconclusive = small, poorly fitted or top-dose-only effect, or another doubt; inactive = no such curve, though single readings can be large; an effect the other way counts as inactive or inconclusive.

Values run as follows: HepG2 tox, SW480 rereplic, HT1080 IDH1KD tx, IL1B secr inh, HT1080-NT tox, MCF10A rerep, KB-3-1 cytotox, ATXN2 expr inh, ATXN viability
NS(=O)(=O)c1cccc(NC(=O)COC(=O)CNC(=O)c2ccc(-c3ccccc3)cc2)c1
→ 6.4%, 5.0%, 8.7%, 26.4, 0.7%[9.24 µM], -2.1%, 7.1%, 4.2%, i
O=C(COC(=O)/C=C/c1ccc(OC(F)F)cc1)NCCN1C(=O)CSC1=O
→ -3.9%, -11.2%, 7.5%, -2.2, 2.3%, -2.6%, 2.7%, -11.5%, i
Nn1c(COc2ccccc2F)nnc1SCC(=O)NC1CC1
→ -1.7%, -6.8%, -0.2%, 12.0, -1.2%, -1.2%, -7.1%, 0.1%, i
Cc1cc(=O)n2ccccc2c1C#N
→ -2.2%, -9.7%, 1.3%, 6.3, 22.3%, -4.0%, -0.7%, 5.6%, i
COc1ccc(CCC(=O)NCCc2ccc(OC)c(OC)c2)cc1
→ 11.2%, -3.8%, 10.8%, 14.9, 14.0%, -3.5%, 9.5%, 0.4%, i
O=C(O)c1cccc(Cn2cc(Cl)cn2)c1
→ 9.6%, -1.3%[9.22 µM], 6.3%, 23.7, 6.4%, 1.0%, -2.2%, 7.5%, i
O=C(NCCCN1CCOCC1)c1ccccc1N1C(=O)[C@@H]2Cc3c([nH]c4ccccc34)C(c3cccc(Cl)c3)N2C1=O (some centres not stated)
→ -13.5%, ?, ?, 39.0, ?, -3.4%, -0.5%, ?, ?
CCN(CC)C(=O)Cn1cc(SCC(=O)NC2CCCC2)c2ccccc21
→ 5.2%, -9.0%, 29.9%, -7.4, 12.2%, -9.8%, 24.5%, -18.6%, i
COc1ccc(C2C(C(=O)N3CCC(C(N)=O)CC3)CC(=O)N2c2ccc(OC)cc2)cc1 (configuration not stated)
→ -1.1%, -5.0%, 9.6%, -13.8, -1.7%, 3.5%, 3.3%, 1.1%, i
CCOc1cccc(SCc2noc(C(=O)NCC3CCCO3)c2C(=O)O)c1 (configuration not stated)
→ 18.8%, -2.8%, 1.7%, 16.9, 3.2%, 7.1%, -6.3%, 0.3%, i
CC[C@H](CO)Oc1cc(NCc2cccc(N)c2)c2ncn(C(C)C)c2c1
→ ., ., ?, 160.6, ?, ., -2.9%, ?, .
Clc1ccc(CN2C3=NCCCN3c3ccccc32)c(Cl)c1
→ -34.0%, -10.0%, ?, -73.5*, ?, -0.9%, ?, -28.2%, i
CCCCCCCCN1[C@@H](CC(=O)OCC)c2cc(C(F)(F)F)ccc2S1(=O)=O
→ -21.2%, -1.9%, 12.0%, 28.1, 0.0%, ?, -0.5%, -4.2%, i
CCN(C(=O)c1cc2c(=O)n3ccccc3nc2n1C)C1CCCCC1
→ 2.6%, ?, -13.7%, 0.0, 0.8%, ?, 7.3%, 7.8%, .
COC(=O)c1cc(Br)ccc1NC(=O)CCNC(=O)c1ccco1
→ 2.2%, 24.4%, 17.1%, -1.8, 15.0%, 5.3%, 11.1%, -12.1%, i
Cc1cccc(NC(=O)c2cnn(-c3ccccc3)c2C)c1C
→ 12.8%, -0.6%, -3.2%, ?, 5.3%, 5.5%, 5.6%, 29.7%, i
CCC(Sc1nnc(-c2ccc(OC)cc2)c(-c2ccc(OC)cc2)n1)C(=O)NC1CCCCC1 (configuration not stated)
→ 6.2%, ., ., ., ., ., -3.1%, 10.5%, ?
CC(=O)Nc1ccc(NC(=O)[C@@H]2CCCN2S(=O)(=O)c2ccc3c(c2)OCCO3)cc1
→ 0.8%, -3.9%, -3.9%, 29.7, -3.4%, -1.9%, 0.3%, 11.1%, i
CCCCNC(=O)CCNS(=O)(=O)c1ccc(Br)cc1
→ 3.5%, 18.3%, -19.4%, -3.1, -22.7%, -25.7%, -12.9%, -5.8%, i
C/C(=N\NC(=O)CSCc1cccc(Br)c1)c1ccc([N+](=O)[O-])cc1
→ -3.6%, -1.6%, -2.4%, 18.9, -25.4%, 6.0%, 9.9%, -7.1%, i
COc1ccc(OC)c(NC(=O)c2cc(S(=O)(=O)N3CCCC3)cn2C)c1
→ -8.1%, 6.6%, -0.6%, -21.4, -9.1%, 0.7%, 7.7%, -7.1%, i
CC1(C)CC(=O)C(C=Nc2ccc3cn[nH]c3c2)=C(O)C1
→ -1.7%, -13.7%, -23.1%, 27.5, 4.0%, -1.1%, 0.5%, -16.4%, i
CN(CC(=O)Nc1cccc(F)c1)C(=O)C1CC(=O)N(CCc2ccccc2)C1 (configuration not stated)
→ -3.5%, -4.0%, 6.1%, 14.5, 6.7%, 0.5%, 0.0%, 2.0%, i
Cc1cc(C)c(C#N)c(SCCS(=O)(=O)Cc2ccc(Cl)cc2)n1
→ -5.1%, -0.3%[9.22 µM], -14.0%, 10.6, ?, 3.2%, ?, -15.7%, i
CCCCNC(=O)C(C)N(CCN(C)C)C(=O)CCCCCN1C(=O)NC(c2ccc(Cl)cc2)C(C(=O)OCc2ccccc2)=C1C (configuration not stated)
→ -105.5%, ?, ?, -52.2*, ?, ?, 0.0%, -23.2%, 22.4µM*
N#C/C(C(=O)N1CCOCC1)=C1\Nc2ccccc2S1
→ 5.6%, -3.5%, 7.7%, -20.1, 2.5%, -1.4%, 9.2%, 17.9%, i
CCOCCCNC(=O)c1ccc(N2CCOCC2)c(NS(=O)(=O)c2ccc(OC)cc2)c1
→ 16.5%, -39.6%[inhibitor], 10.3%, 1.1, -3.0%, 0.3%, 0.6%, ., i
O=C(Cc1cccs1)NNC(=S)NC(=O)c1ccc(F)c(F)c1
→ -22.6%, -0.1%, 13.2%, 29.8, -1.5%, 0.6%, ?, -18.1%, ?
CC(C)NC(=O)C1(C)CSCC(=O)N1Cc1ccco1 (configuration not stated)
→ ., ., -11.1%, 25.2, 5.2%, ., -1.7%, ., .
CC(C(=O)Nc1cccc(S(=O)(=O)N2CCOCC2)c1)N1CCN(C/C=C/c2ccccc2)CC1 (configuration not stated)
→ 1.5%, 2.5%, -4.4%, 0.0, -19.8%, ?, -18.5%, ., i
CN(C)c1ccc(/C=N/NC(=O)c2ccccn2)cc1
→ -69.6%, -7.7%, ?, -13.6, ?, -4.2%, -29.9%, ?, .
CC(C)c1nc(SCC(=O)N2CCCC2)c2c(=O)n(C)c(=O)n(C)c2n1
→ -0.1%, -4.6%, 3.2%, 10.3, -1.5%, 4.1%, 0.0%, -22.4%, i
CSc1nc2ccc(NS(=O)(=O)c3ccccc3F)cc2s1
→ 11.0%, -3.1%, -2.0%, 3.9, -1.2%, ?, 2.0%, 16.3%, i
CCN1CCN(C(=O)/C=C/c2c(F)cccc2Cl)CC1
→ -13.6%, -5.1%, 2.3%, -4.8, 13.9%, 6.6%, 3.8%, 5.8%, i
N=C1S/C(=C\c2ccc(-c3ccccc3C(=O)O)o2)C(=O)N1c1ccc2c(c1)OCO2
→ 15.1%, -6.6%, 15.8%, -2.9, 6.4%, -3.5%, -4.1%, -24.7%[11.3 µM], ?
COc1c2c(nc3occc13)C(CCC(C)(C)O)(OC)C(O)CC2 (configuration not stated)
→ -13.2%, 1.3%, -0.3%, 0.0, 3.9%, 2.0%, -2.9%, -10.7%, i
C=C1C(=O)c2sccc2C(c2ccc(OC)c(OC)c2)C1COC(C)=O (configuration not stated)
→ 4.47µM*, ?, 2.31µM*, -101.2*, 2.59µM*, 17.6%, ?, ?, .
COC(=O)[C@@H]1CC(O)CN1C(=O)C12CC3CC(CC(C3)C1)C2 (some centres not stated)
→ -17.9%, -15.8%, 0.0%, 11.2, 8.8%, ?, 9.0%, ., i
COC(=O)c1ccc(NC(=O)Nc2ccccc2F)cc1
→ -31.4%, -3.8%, -29.0%, ?, -29.0%, -8.0%, ?, 22.5%, i
CCc1cccc(C)c1Nc1c(-c2cccc(O)c2)nc2cnccn12
→ -60.1%, ., ., ., ., ., -10.1%, -13.5%, i
Cc1ccc(NC(=O)c2cncc(Br)c2)cc1S(=O)(=O)N(C)C
→ -2.5%, 19.6%, -0.8%, -5.6, 5.5%, 17.4%, -7.7%, 71.2%[activator], i
CC(=O)N1CCc2c(sc(NC(=O)C3COc4ccccc4O3)c2C(N)=O)C1 (configuration not stated)
→ -20.7%, -0.5%, -6.2%, -21.6, -4.2%, 10.8%, -0.3%, 23.2%, i
O=C1OCCC1Sc1nnc(-c2ccccc2)o1 (configuration not stated)
→ -17.5%, 1.7%, 4.1%, -2.8, 3.0%, -0.4%, -4.6%, -20.0%, i
OC(CN1CCCCC1)Cn1c2ccccc2c2ccccc21 (configuration not stated)
→ -15.3%, -25.0%, 1.4%, ?, -9.5%, -0.2%, 1.9%, ., i
O=C(C1CCN(Cc2ccc(F)cc2)CC1)N(CCO)Cc1ccccc1
→ -20.3%, -30.8%[inhibitor], 13.7%, -26.1, 9.2%, 15.2%, 2.8%, 7.3%, i
Cc1cc(C(=O)N2CCN(C/C=C/c3ccccc3)CC2)no1
→ 11.6%, -7.1%, 3.8%, -5.4, 0.9%, 3.8%, -8.7%, 8.7%, i
CN(C)c1ccc(-c2noc(C3CCN(S(=O)(=O)c4cccc(C(=O)O)c4)CC3)n2)cc1
→ -5.0%, 2.2%, -6.0%, 9.0, ?, 4.3%, -12.3%, -8.6%, i
O=C(COC(=O)c1ccc([N+](=O)[O-])s1)NCCc1ccccc1
→ -29.8%, -13.7%, -3.3%, 8.7, -2.5%, 1.7%, -1.3%, ., i

3 entries from above, sorted by the value under SW480 rereplic, high to low.
Structure | SW480 rereplic | IL1B secr inh
CC(=O)N1CCc2c(sc(NC(=O)C3COc4ccccc4O3)c2C(N)=O)C1 (configuration not stated) | -0.5% | -21.6
CSc1nc2ccc(NS(=O)(=O)c3ccccc3F)cc2s1 | -3.1% | 3.9
CCN1CCN(C(=O)/C=C/c2c(F)cccc2Cl)CC1 | -5.1% | -4.8

Compounds as they come. About 8.9% of those tested had a hit in this group.
